Bioassay records (PubChem BioAssay)
EP2 modulator – EP2 receptor modulators, cAMP readout, primary screen, cell-based, HTRF cAMP, PGE2 stimulation; AID 940, 2007; 260,000 tested, 0.83% active; induction, % at 25 µM; EP2-expressing cells, cAMP HTRF FRET, PGE2 co-stimulation; Prostaglandin E2 receptor EP2 subtype (Homo sapiens), P43116;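 active = compounds whose cAMP rise, as percent of the full-agonist control response, exceeds 60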;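 note: rat C6 glioma line stably carrying human EP2 under a CMV promoter; the protocol text gives 20 µM as final concentration; 100% = response of wells given 1 µM PGE2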
Target sequence (P43116 whole entry, looked up): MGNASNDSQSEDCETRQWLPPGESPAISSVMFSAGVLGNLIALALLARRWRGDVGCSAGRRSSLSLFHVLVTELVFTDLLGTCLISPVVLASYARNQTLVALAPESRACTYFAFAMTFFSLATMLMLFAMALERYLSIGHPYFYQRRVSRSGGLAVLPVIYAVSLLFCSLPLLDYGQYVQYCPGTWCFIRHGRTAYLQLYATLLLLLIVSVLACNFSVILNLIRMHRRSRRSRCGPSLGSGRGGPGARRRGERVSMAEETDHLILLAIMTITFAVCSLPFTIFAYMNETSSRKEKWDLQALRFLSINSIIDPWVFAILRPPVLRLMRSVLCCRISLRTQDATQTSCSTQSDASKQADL
NPY1 pot ag – NPY-Y1 receptor potentiators or agonists, primary screen, cell-based. AID 1304, 2008. activation, % at 3.6 µM. Neuropeptide Y receptor type 1 (Homo sapiens), P25929. NPY-Y1 expressing cells, potentiator/agonist activation. 220,000 tested, 0.37% active; in the data active = activation above about 33%, passing the limit was not always enough;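 note: cells stimulated with NPY at EC10 then isoproterenol at EC100; 0% = low agonist plus stimulus and 100% = saturating agonist plus stimulus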
Target sequence (P25929 whole entry, looked up): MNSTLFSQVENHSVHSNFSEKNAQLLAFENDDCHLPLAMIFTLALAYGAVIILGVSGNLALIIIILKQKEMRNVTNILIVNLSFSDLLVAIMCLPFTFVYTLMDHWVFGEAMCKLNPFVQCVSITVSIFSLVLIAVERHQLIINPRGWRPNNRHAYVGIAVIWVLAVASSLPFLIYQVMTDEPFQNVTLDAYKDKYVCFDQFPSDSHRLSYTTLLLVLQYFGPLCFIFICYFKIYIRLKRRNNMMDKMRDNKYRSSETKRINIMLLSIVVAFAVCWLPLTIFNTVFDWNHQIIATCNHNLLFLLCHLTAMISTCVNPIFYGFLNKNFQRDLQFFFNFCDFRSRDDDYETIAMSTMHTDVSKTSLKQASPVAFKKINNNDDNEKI
EP2 antag – human EP2 receptor antagonists, primary screen, TR-FRET cAMP, C6 glioma cells; Prostaglandin E2 receptor EP2 subtype (Homo sapiens), P43116; C6 glioma cells expressing human EP2; cells stimulated with saturating PGE2; inhibition, % at 25 µM; 260,000 tested, 0.52% active; AID 1422, 2008;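 active = percent inhibition above 40 after rounding to a whole number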;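 note: rat C6 glioma host cells with rolipram phosphodiesterase inhibitor present; the protocol text gives 20 µM as final concentration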
NPY Y1 blocker – NPY-Y1 receptor antagonists, primary screen, cell-based; Neuropeptide Y receptor type 1 (Homo sapiens), P25929; HEK293-CNG Y1 cells, membrane potential fluorescence; NPY at EC95, then isoproterenol; inhibition, % at 3.6 µM; 200,000 tested, 1% active; AID 1040, 2008;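 active = inhibition above the campaign mean inhibition of all tested compounds plus 3 SD, cut at about 20% in these data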;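 note: 0% = DMSO wells given NPY plus isoproterenol and 100% = isoproterenol alone without NPY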
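Material: HEK293 cells co-expressing NPY Y1 receptor and cyclic-nucleotide gated channel. Timing: compound incubation 1 h at room temperature, readout 45 min post-stimulation. Signal: fluorescence, membrane potential probe.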
14-3-3 Bad PPI – inhibitors of 14-3-3 zeta/Bad binding, primary screen, biochemical, TR-FRET, bovine 14-3-3 zeta; 220,000 tested, 0.71% active; TR-FRET 14-3-3zeta/Dy647-pBad peptide displacement, 1 h; inhibition, % at 21.7 µM; AID 781, 2007; 14-3-3 protein zeta/delta (Bos taurus), P63103;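 active = inhibition above about 70%, limit read from the data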;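 note: 0% = full 14-3-3 plus peptide FRET controls and 100% = background without 14-3-3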
Target sequence (P63103 whole entry, looked up): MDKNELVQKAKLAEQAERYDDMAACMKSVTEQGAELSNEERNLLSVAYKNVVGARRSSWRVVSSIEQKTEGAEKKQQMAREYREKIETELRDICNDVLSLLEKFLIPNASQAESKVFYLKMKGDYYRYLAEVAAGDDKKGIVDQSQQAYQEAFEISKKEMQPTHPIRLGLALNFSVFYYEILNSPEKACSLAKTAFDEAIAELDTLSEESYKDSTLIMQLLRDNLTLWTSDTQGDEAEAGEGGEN
CHOP inhibitor – inhibitors of CHOP promoter induction, primary screen, cell-based, unfolded protein response, luciferase reporter | CHO-K1 CHOP-promoter luciferase, tunicamycin-induced, 15-18 h | inhibition, % at 10 µM | 220,000 tested, 3.8% active | AID 2732, 2010;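 active = compounds that reduced the stress-induced luciferase reporter signal by more than about 70% of percent inhibition, limit read from the data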;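 note: 0% = tunicamycin plus vehicle and 100% = wells without tunicamycin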
TRPML3 agonist – human TRPML3 channel agonists, primary screen, cell-based, HEK293 TRPML3-YFP, Fluo-8 calcium fluorescence, 3 µM | Mucolipin-3 (Homo sapiens), Q8TDD5 | 100% = the carbachol control signal | activation, % at 3 µM | 220,000 tested, 0.29% active | AID 1448, 2008;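 active = activation above its plate's cutoff, the mean activation of the plate's test wells plus 3 SD, cut at about 12% in these data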;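 note: 0% = DMSO only wells and 100% = carbachol wells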
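Test system: HEK293 cells stably carrying human TRPML3-YFP; Doses: single dose, 3 µM final nominal compound, 0.3% DMSO final; Schedule: dye loading 1 h 37 °C then 30 min ambient, 125 s read; Technique: Fluo-8 calcium fluorescence; Benchmarks: high control carbachol 87 µM, low control DMSO.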
PPC-1+TRAIL kill – compounds killing PPC-1 cancer cells with TRAIL present, primary screen, TRAIL potentiator project, ATPLite luminescence, uHTS | AID 1443, 2008 | cell killing (% activity), % at 4 µM | 220,000 tested, 0.41% active | PPC-1 cells + TRAIL, ATPLite viability luminescence;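 active = cell killing above 50% in the first pass at 4 µM, then a duplicate retest at 5 µM averaging 50% or more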;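 note: plate controls were cells with TRAIL plus DMSO for no effect and medium-only wells lacking cells for full effect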
TRPN1 ag – zebrafish TRPN1 channel agonists, primary screen, cell-based, HEK293, calcium fluorescence; 220,000 tested, 0.18% active; HEK293 zebrafish TRPN1-YFP, Fluo-8 calcium fluorescence; 100% = response to 87 µM carbachol; activation, % at 3 µM; transient receptor potential cation channel N1 (TRPN1/NompC), Danio rerio; AID 1424, 2008;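 active = activation above its plate's cutoff, the mean activation of test wells on that plate plus 3 SD, cut at about 19% in these data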;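 note: 0% = DMSO alone and 100% = 87 µM carbachol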
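System: zebrafish TRPN1-YFP in HEK293 cells / Dosing: 3 µM single point / Timing: dye loading 1 h at 37 °C, then 30 min room temperature / Signal: Fluo-8 calcium fluorescence, excitation 470-495 nm, emission 515-575 nm / Read-out basis: percent activation from peak over basal fluorescence ratio, control-normalized / Control set: high carbachol 87 µM, low DMSO alone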
Active calls of the source: *; · = no result given; & = joins results of further samples; [ ] = dose if it differs, or a comment.

compound | EP2 modulator | NPY1 pot ag | EP2 antag | NPY Y1 blocker | 14-3-3 Bad PPI | CHOP inhibitor | TRPML3 agonist | PPC-1+TRAIL kill | TRPN1 ag
CCN(CC)CCOC(=O)c1cccc(OC)c1 | 13 | -7 | 11 | 5 | 6 | 1 | -0.1 | 4 | -0.5
Cc1cc2cc(CN(CC3CCCO3)C(=S)NCc3ccco3)c(=O)[nH]c2cc1C (configuration not stated) | -2 | -21 | 15 | -3 | -2 | 41 | 0.0 | 24 | -2.1
O=c1[nH]c(=O)n(C2CCCO2)cc1Br (configuration not stated) | 13 | 9 | 8 | 1 | 4 | 8 | 0.8 | 6 | -0.7
CCOc1ccccc1C1CC(=O)NC2=C1C(=O)CC(C)(C)C2 (configuration not stated) | 18 | -9 | 11 | 4 | 12 | -5 | 0.2 | 18 | 0.3
COc1ccc([N+](=O)[O-])cc1N(CC(=O)O)S(C)(=O)=O | 12 | -20 | 10 | 2 | -2 | 14 | 0.6 | 23 | 1.1
COc1ccc(/C=C/C(=O)c2ccc(Cl)cc2)c(OC)c1 | -28 | -7 | 9 | 6 | -5 | 25 | -0.7 | 20 | -1.7
Cc1ccc(NC(=O)Cc2nc(CSc3nnc(-c4ccc5c(c4)OCO5)o3)cs2)cc1 | -32 | -6 | 12 | 3 | 2[fluorescence artefact?] | 45 | 1.4 | 20 | 1.1
C/C(=N\Nc1nc2ccccc2[nH]1)c1cccs1 | -15 | -49 | 8 | 9 | -5[fluorescence artefact?] | -4 | 1.2 | 14 | 0.2
COc1ccc(NC(=S)Nc2ncccc2C)c(OC)c1 | 7 | -4 | 21 | 0 | -7 | 18 | -0.2 | 10 | -1.5
CCOC(=O)N1CCN(C(=O)C2CCN(S(=O)(=O)c3cc(Cl)ccc3Cl)CC2)CC1 | 21 | 0 | 6 | -4 | -9 | -8 | 0.5 | -1 | 1.9
COC(=O)Nc1ccc(NC(C)=O)cc1 | 10 | -24 | 7 | -4 | 3 | -11 | 0.7 | -4 | 1.4
Cc1noc(C)c1S(=O)(=O)N(C)CC(=O)Nc1ccc(F)cc1 | -8 | 11 | 8 | -1 | -9[fluorescence artefact?] | 17 | 0.8 | -4 | -0.4
CC(CC(=O)Nc1ccc2c(c1)OCCO2)c1ccccc1 (configuration not stated) | 14 | -7 | 4 | 0 | -7 | 36 | -0.1 | 10 | 0.1
CN(C)CC(=O)N1c2ccccc2CCc2ccc(NC(=O)c3ccc(N)cc3)cc21 | -16 | -1 | 14 | -9 | 21 | -3 | 1.0 | 13 | 1.9
CC1(C)Cc2nc(-c3ccccc3)n3cnnc3c2CO1 | 9 | 23 | 12 | -1 | 1 | 19 | 0.8 | -3 | 0.2
Cc1nn(C)c(C)c1CN(C)C(=O)c1cnn2c1NC(c1ccccc1)CC2C(F)(F)F (configuration not stated) | 23 | 10 | 8 | -1 | -4 | 29 | 0.8 | 22 | 1.1
CCCCOc1ccccc1P(=O)(O)CP(=O)(c1ccccc1)c1ccccc1 | 18 | 5 | 12 | 9 | -6 | 32 | -1.1 | 4 | -0.6
CC(CNC(=S)Nc1cc(F)cc(F)c1)CSc1ccc(Cl)cc1 (configuration not stated) | -61 | 18 | 8 | -2 | -16 | 97* | 1.2 | 24 | 1.2
COc1cc(Cl)c(C)cc1NC(=O)COC(=O)c1cnc(C)cn1 | 19 | -7 | 3 | -3 | 6 | 13 | -0.1 | 17 | 0.2
Cc1cc(-c2ccccc2)nc2cc(C(N)=O)nn12 | 12 | 2 | 9 | 8 | -8 | 44 | 0.1 | 8 | -0.5
CCCCCCNC(=O)c1c(N)n(/N=C/c2ccco2)c2nc3ccccc3nc12 | · | -5 | · | 3 | · | · | -0.2 | · | -0.6
CC1=CC(C)(C)N(S(=O)(=O)c2ccc(F)cc2)c2ccccc21 | 56 | 2 | 7 | 12 | -3 | 64 | 3.9 | -11 | -1.1
O=C(Oc1cccc2cccnc12)c1ccc(N2C(=O)C3C4CCC(C4)C3C2=O)cc1 (configuration not stated) | -9 | -3 | 7 | -3 | -13 | 7 | 0.9 | 10 | 0.1
CCc1nnc(NC(=O)CSc2ccc(-c3ccccc3OC)nn2)s1 | 35 | 2 | 3 | 5 | -8 | 16 | -1.0 | 6 | -0.7
Cc1nnc2sc(-c3ccco3)nn12 | 2 | -20 | 8 | 3 | -1 | 12 | 1.2 | -17 | -0.7
COc1cccc(OC)c1C(=O)Nc1ccc(N2CCN(S(C)(=O)=O)CC2)cc1 | 20&12 | 13 | 6&8 | 6 | 5[fluorescence artefact?] | -31 | 0.2 | -2 | 0.4
COC(=O)c1ccc(N2CCOCC2)c(F)c1 | 17 | -5 | · | 2 | 4[fluorescence artefact?] | 21 | 1.1 | -7 | 0.4
CCN(CC)C(c1ccc(F)cc1)c1nnnn1CC1CCCO1 (configuration not stated) | 11 | 7 | 11 | 4 | 19 | 28 | 0.8 | 2 | -0.9
O=c1cc(-c2ccc(O)cc2)oc2cc(O)c(C3OC(CO)C(O)C(O)C3O)c(O)c12 (configuration not stated) | -22 | -10 | 22 | -1 | 15 | -42 | 0.6 | -4 | 0.3
COc1ccc(CC(=O)Nc2ccc(OC)nc2)cc1 | 26 | 7 | 4 | 1 | -4 | 17 | 0.5 | 13 | 0.3
Cc1ccccc1OCc1nc(C#N)c(N2CCCC2)o1 | 8 | 0 | 14 | 15 | -3 | -4 | 0.0 | -12 | -2.2
O=C(NCc1ccco1)c1ccc(COCC(F)(F)C(F)F)cc1 | 24 | -2 | 14 | -4 | 0 | 15 | -0.1 | 20 | 0.2
On1c(-c2ccco2)nc2c1CCc1nonc1-2 | 3 | -7 | 6 | -2 | 13 | -17 | 1.1 | 6 | 2.7
COc1ccc(-n2nc(C(=O)Nc3ccc4c(c3)OCO4)c3ccccc3c2=O)cc1 | 5 | -9 | · | 0 | 6 | 18 | 0.8 | 33 | 0.8
O=C(Nn1c(C2CCC2)nc2ccccc2c1=O)c1cccs1 | 29 | -11 | 4 | 1 | 3 | 7 | 0.0 | 38 | 0.6
c1ccc(-c2nnc(SCCC3OCCCO3)o2)cc1 | 5 | -11 | · | 4 | -2 | 1 | 0.3 | 17 | 1.7
CCN(CC)S(=O)(=O)c1ccc(Cl)c(NC(=O)CSc2nnc(-c3cccs3)o2)c1 | 2 | -3 | 6 | -2 | -17[fluorescence artefact?] | 8 | 0.2 | 2 | -0.8
CCCNC(=O)Nc1cc(C)on1 | 35 | 6 | 12 | 10 | -5 | 2 | 0.2 | 2 | 0.2
CNC(=S)Nc1ccc([N+](=O)[O-])cc1 | -35 | -19 | 0 | -5 | -4 | 10 | 3.2 | 14 | 1.7
Cc1oc2c(cc(NS(=O)(=O)c3ccc4c5c(cccc35)C(=O)N4)c3ccccc32)c1C(=O)OC(C)C | 38 | -10 | · | -2 | -3[fluorescence artefact?] | 58 | 0.1 | 1 | -0.8
FC(F)(F)c1cnc(-c2cnc(-c3cccnc3)nc2)c(Cl)c1 | -39 | -4 | 7 | 0 | -8 | 7 | 0.4 | -2 | 1.4
O=[N+]([O-])c1ccc(C(=S)N2CCN(Cc3ccccc3)CC2)cc1 | -12 | -19 | 12 | 6 | 0 | 44 | 1.0 | 1 | -0.2
CCOC(=O)C1CCN(C(=O)Cn2cc(C(=O)OC)c3ccccc32)CC1 | -40 | 13 | 6 | 1 | -11 | 2 | 0.3 | -5 | -0.9
O=C(Cc1ncc(C(F)(F)F)cc1Cl)NC1CC1 | 17 | -1 | 3 | 3 | -14 | 10 | -0.2 | 4 | 0.6
CN(C(=O)CSc1nc2ccc([N+](=O)[O-])cc2s1)C1CCS(=O)(=O)C1 (configuration not stated) | 4 | 22 | 1 | · | 14 | 10 | 1.3 | 8 | 3.9
CC(/C=N/n1c(COc2ccccc2)n[nH]c1=S)=C\c1ccco1 | -51 | -16 | 5 | · | -5 | -1 | -0.2 | -3 | -0.9
COc1cccc(/C=C/C(=O)Nc2ccccc2N2CCOCC2)c1 | -28 | -2 | 6 | -3 | 1 | -19 | -0.5 | 19 | 0.0
CN(C)CCCNC(=O)/C=C/c1ccc(OCc2c(F)cccc2Cl)cc1 | -44 | -19 | 7 | 14 | -5 | 5 | 0.9 | 7 | -0.7
CCN1/C(=C/c2ccc3cc(C)ccc3[n+]2CC)Sc2ccccc21 | -71&-43 | -95 | 55* | 18 | 16 | 108* | 30* | 66* | 83*
O=C(Cc1csc(Nc2nc(=S)[nH]c3ccccc23)n1)NCCCN1CCN(c2ccccc2F)CC1 | -39 | -14 | 5 | 11 | -4 | 105* | 0.8 | 28 | 1.5
CCCn1nc2cc(C(=O)NCCCCc3ccccc3)ccc2c1OCC | -16 | 0 | 14 | 4 | 4 | 12 | -0.4 | 15 | -0.4
N#Cc1cccc(NC(=O)c2nc(-c3ccccc3)n(-c3ccccc3)n2)c1 | 11 | -7 | 14 | -2 | -17 | 14 | -1.0 | 20 | -1.1
CCCn1c(SCC(=O)Nc2cccc(S(=O)(=O)N(C)C)c2)nc2ccccc2c1=O | 5 | 15 | 13 | · | -3 | 10 | -1.5 | -1 | -1.2
COCCCN1CCN(C2Cc3ccccc3Sc3ccc(Cl)cc32)CC1 (configuration not stated) | 23 | -60 | 11 | 26* | 14 | 45 | 1.1 | 10 | 0.9
Cc1ccc(NC(=O)COC(=O)CCC(=O)c2ccc(C(C)(C)C)cc2)c([N+](=O)[O-])c1 | 5 | -22 | 2 | 4 | -19 | 31 | 0.5 | 17 | 1.5

This is a subset. The share of hits here may be higher or lower than overall.
